Assay outcomes from PubChem.
bCat nuc transl: alters nuclear translocation of beta-catenin in HeLa cells | immunofluorescence imaging | nuclear translocation activity, % at 5 µM | actives 0.3% (n = 190,000);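 active = nuclear translocation activity above 50% at 5 µM, with a well cell count of 50 or more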;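 note: per-cell ratio of nuclear to cytoplasmic median beta-catenin stain intensity; plate controls were DMSO negative control for no effect and GSK-3 inhibitor IX positive control for full effect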
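Signal – beta-catenin immunofluorescence imaging with DAPI · Test system – human HeLa cell line · Dosing – 5 µM primary single dose, 0.1% DMSO, 0.02–20 µM confirmation series · Measure – % activation, nuclear-to-cytoplasmic median beta-catenin signal ratio per cell · Incubation – 24 h compound exposure at 37°C, 5% CO2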
PhoP inhibition: PhoP-dependent GFP reporter repression – Salmonella Typhimurium, primary screen (AID 1863); S. Typhimurium PhoP-regulated promoter GFP reporter, 4 h; higher % means a stronger effect; one-dose inhibition, % at 50 µM; IC50 in µM for titrated hits; actives 0.16% (n = 300,000);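 active = inhibition over 29.93%, a cutoff 3 SD above the screen mean, later confirmed by dose response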;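 note: 0% = low Mg2+ inducing control and 100% = high Mg2+ repressing control; strong numbers were not always called active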
MT stabilize HCS: microtubule stabilization, imaging screen; HeLa tubulin immunostaining HCS, 24 h; share of cells brighter than vehicle mean+2SD; % tubulin-high responders, % at 10 µM; actives 0.83% (n = 200,000);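 active = plate Z-score above 3 for both tubulin-high and condensed-nucleus cell shares, with cell loss under 80%, at 10 µM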;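 note: anti alpha tubulin signal scored within the nucleus-defined area of each cell; some results filed as inactive read as strong as hits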
Autophagy HCS: alters autophagy in cells. MEF GFP-LC3 puncta imaging; test concentration mostly 10 µM. calls only at 10 µM (by protocol). actives 0.98% (n = 190,000). AID 463193;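 active = percentage of spot-positive cells more than 3 SD above its plate mean, without a fluorescence outlier flag or 80% toxicity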;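 note: spot-positive cell cutoff set from DMSO-treated cells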
Hep lipid drop: hepatic lipid droplet formation modulation. AML12 mouse hepatocytes, oleate lipid droplets, BODIPY imaging. inhibition, % at 6.5 µM. actives 0.4% (n = 240,000);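 active = lipid droplet intensity inhibited by at least 50%, with more than 500 cells counted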
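Material – AML12 mouse liver cells · Also added – oleate loading, 100 µM · Compound dosing – 6.5 µM single-point dosing · Times – overnight treatment with compound plus oleate · Measured by – fluorescence imaging, 20x objective, two fields per well · Read-out – percent inhibition of filter-corrected integrated lipid droplet intensity per well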
CSM14.1 death rescue: rescue of cells from ER stress-induced death, primary screen, 384-well, CSM14.1, thapsigargin, ATP luminescence (AID 1222). CSM14.1 thapsigargin-induced death rescue, ATP luminescence; higher % means a stronger effect. cellular ATP content (survival), % at 20 µM, or EC50 in µM where a hit was titrated. 190,000 tested, under 10 active;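 active = EC50 below 50 µM in the dose-response confirmation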;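 note: death triggered by thapsigargin at about 15 µM added after 2 h compound pretreatment; cell ATP read after overnight thapsigargin exposure of roughly 18 to 22 hours; normalized against plate controls of thapsigargin alone and 5% DMSO vehicle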
T cell modulator: T cell immune modulators affecting CD8 T cell-vesicle binding. 2C CD8+ T cell-vesicle binding, flow cytometry; active compounds read low. calls only at 7 µM. actives 0.068% (n = 330,000);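 active = response, share of CD8 T cells binding vesicles, and their 90th percentile fluorescence all below set limits, cut at about 80% in these data, passing the limit was not always enough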
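Material: 2C TCR transgenic mouse naive CD8+ T cells, MACS-purified. Also added: QL9-charged Drosophila Ld/ICAM-1/B7-1 vesicles. Timing: binding 1.5 h at 37 °C. Measured by: high-throughput flow cytometry with anti-B7-1 and anti-CD8 staining. Read-out: percent CD8+ FL2 mean versus row control. Controls: Unloaded micro-vesicles (low), QL9 vesicles with 0.7% DMSO (high).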
Ins promoter up: MIN6 insulin promoter up-regulation; MIN6 insulin promoter-GFP reporter, high-content imaging; active compounds read high; z-score at 5 µM; actives 0.3% (n = 190,000);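 active = z-score above 3 at 5 µM with at least 500 cells counted in the well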
Dynein cargo inh: blocks dynein driven cargo transport along microtubules. 3617.4 mouse cells, GR-EGFP nuclear translocation imaging; test concentration mostly 20 µM; stimulated with dexamethasone, 1 µM; active compounds read low. z-score, hits read low. actives 0.47% (n = 220,000). AID 1381;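 active = plate z-score of nuclear minus cytoplasmic receptor signal below a set negative limit, without overly bright fluorescence or cell loss, cut at about -3.5 in these data, passing the limit was not always enough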;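 note: z-score of nuclear minus cytoplasmic ring GR-EGFP intensity difference per well; some compounds called inactive have numbers as strong as hits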
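Buffer or medium: tet-free, stripped-serum medium; Also added: dexamethasone, 1.0 µM final; Technique: high-content fluorescence imaging after fixation; Times: 48 h induction, 1 h compound, 30 min dex at 37 °C; Read-out: per-cell GR-EGFP intensity, nucleus versus surrounding cytoplasmic ring, well-averaged.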
Dynein cargo inh cytoplasmic EGFP: further read-out of Dynein cargo inh, marked with its call; z-score; measured here: cytoplasmic GR-EGFP intensity; active compounds read high
Dynein cargo inh nuclear GR-EGFP: further read-out of Dynein cargo inh, marked with its call; z-score; measured here: nuclear GR-EGFP intensity;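 lower value marks the stronger effect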
Dynein cargo inh cell count: further read-out of Dynein cargo inh, marked with its call; z-score; measured here: cell count per field
Ins promoter up cell count: second read-out of Ins promoter up, no call of its own (marks repeat the call); cell count; measured here: cytotoxicity, nuclei count;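 total cells summed across four imaged fields per well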
Hep lipid drop cells 6.5 µM: second read-out of Hep lipid drop, no call of its own (marks repeat the call); cell count; measured here: cell count, cytotoxicity flag;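 cells counted across two imaged fields per well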
bCat nuc transl cell count 5 µM: recorded beside bCat nuc transl, whose call it bears; cell count; measured here: cell count, cytotoxicity flag
T cell modulator vesicle-bound %: further read-out of T cell modulator, marked with its call; double positive events, %; measured here: CD8+ vesicle-bound cell fraction;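 binding gate set so that unloaded-vesicle control wells show 10% double positive cells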
MT stabilize HCS Hoechst-high %: second read-out of MT stabilize HCS, no call of its own (marks repeat the call); % Hoechst-high responders; measured here: nuclear condensation Hoechst responders;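 share of cells brighter than vehicle mean plus two SD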
MT stabilize HCS cytotoxicity %: recorded beside MT stabilize HCS, whose call it bears; toxicity, %; measured here: cytotoxicity by cell density;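 0% = mean cell density of plate MIN control wells and 100% = no cells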
Autophagy HCS cell loss 18 h: second read-out of Autophagy HCS, no call of its own (marks repeat the call); toxicity, %; measured here: cell loss, nuclei count;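 cell loss after 18 h compound exposure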
* = called active by the depositor; i = inactive; . = no result given; + = active, no number.

compound	bCat nuc transl	bCat nuc transl cell count 5 µM	PhoP inhibition	MT stabilize HCS	MT stabilize HCS Hoechst-high %	MT stabilize HCS cytotoxicity %	Autophagy HCS	Autophagy HCS cell loss 18 h	Hep lipid drop	Hep lipid drop cells 6.5 µM	CSM14.1 death rescue	T cell modulator	T cell modulator vesicle-bound %	Ins promoter up	Ins promoter up cell count	Dynein cargo inh	Dynein cargo inh cytoplasmic EGFP	Dynein cargo inh nuclear GR-EGFP	Dynein cargo inh cell count
O=C(CC(c1ccccc1)c1ccco1)Nc1nccs1 (stereo unspecified)	1.6	510	0.9%	6.8	2.0	4.2	i	9.6	-17.1	730	-2.5%	i	33.0	-0.01	1041	-0.482	-0.0517	0.297	0.7
Cc1ccc(C(=O)NCCSC2CCCCC2)cc1S(=O)(=O)Nc1ccccc1	-0.7	1465	-1.2%	4.5	1.5	6.3	i	-26.4	.	.	-1.2%	i	19.0	1.12	1137	0.148	-0.197	0.554	1.3
CC(/C=N/O)Cc1ccc2c(c1)OCO2 (stereo unspecified)	.	.	2.2%	3.1	2.1	7.3	i	-14.7	.	.	.	i	17.8	.	.	-0.567	-0.189	-0.176	0.403
Cc1cc(=O)n2c(nc3ccccc32)[nH]1	-2.7	536	5.0%	3.7	1.5	4.3	i	3.8	6.0	732	17.9%	i	21.6	.	.	0.695	-0.15	0.0745	-0.175
COc1ccccc1-c1nnc(SC(C)C(=O)O)n1-c1ccccc1 (stereo unspecified)	-0.3	1483	2.4%	0.9	1.1	8.1	i	-10.0	-0.7	651	1.6%	i	24.1	-0.2	1512	-1.21	-0.173	-0.575	0.272
Cc1ccccc1C(=O)N1CCN(C(c2ccccc2)c2ccccc2)CC1	0.6	1330	-3.8%	.	.	.	.	.	1.4	738	.	i	32.7	.	.	-0.976	-0.266	-0.522	1.03
COCCNS(=O)(=O)c1ccc(C)c(C)c1C	-3.1	1050	0.7%	1.5	1.2	6.1	i	-1.0	-19.7	645	-2.5%	i	5.2	0.45	1560	-0.626	-0.288	-0.32	0.497
O=C(NCc1ccco1)/C(=C/c1ccco1)NC(=O)c1ccc(Br)o1	2.7	1136	2.8%	1.7	1.6	5.7	i	-9.3	13.8	538	1.5%	i	48.0	-0.41	1468	-0.765	-0.19	-0.155	0.449
O=C(CSc1ccc(-c2ccccc2)nn1)NCC1CCCO1 (stereo unspecified)	0.9	1092	5.0%	3.1	2.5	5.6	i	13.8	-7.8	671	.	i	14.4	3.02*	1234*	0.789	-0.217	0.315	0.175
CCOC(=O)c1c(NC(=O)CN2C(=O)NC3(CCC(CC)CC3)C2=O)sc(C)c1-c1ccc(C)cc1 (stereo unspecified)	-0.9	1206	-7.5%	4.0	6.0	6.9	i	-11.5	-6.1	662	-1.5%	i	49.9	0.7	1413	-0.362	-0.226	0.0521	0.323
CC(=O)Nc1ccc(C(C#N)c2ccccc2)cc1 (stereo unspecified)	1.0	938	-2.3%	3.3	0.8	2.7	i	5.3	-0.2	772	0.5%	i	56.9	-0.33	1533	0.596	-0.307	0.559	0.0684
CNC(=S)Nc1cc(C(=O)N2CCCC2)ccc1N1CCCC1	2.4	950	6.0%	2.1	1.4	5.9	i	3.1	-0.2	682	1.8%	i	26.8	-0.31	1503	0.785	-0.27	0.605	-0.551
c1ccc(OCCOCCN2CCN(C(c3ccccc3)c3ccccc3)CC2)cc1	-3.2	513	16.8%	2.4	2.8	8.3	i	-13.0	-42.5	685	-0.6%	i	44.9	0.6	1122	-0.504	-0.219	-0.473	0.171
COc1ccc(OC)c(NC(=O)COC(=O)CSc2ccc(Cl)cc2)c1	0.3	957	-8.8%	4.5	2.4	1.7	i	16.9	-0.1	605	9.9%	i	0.0	.	.	-0.895	-0.274	0.156	0.573
N#Cc1cccc(NC(=O)NCCc2c[nH]c3ccccc23)c1	2.1	459	2.2%	2.3	0.8	5.9	i	9.9	-87.3	678	3.5%	i	21.0	0.93	1014	1.35	-0.0297	1.7	-1.72
COc1ccc(S(=O)(=O)N2CCC(C(=O)NCC3CCCO3)CC2)cc1C (stereo unspecified)	.	.	-4.9%	2.2	2.1	2.6	i	1.2	.	.	-0.5%	i	21.8	.	.	-0.0641	-0.0682	-0.857	-1.32
CC(=O)Nc1nc(-c2ccc(Br)s2)cs1	3.1	514	-8.4%	3.4	1.0	3.7	i	-0.1	.	.	-0.8%	i	28.0	5.02*	1074*	1.97	-0.112	0.482	-0.697
CC1CCCCC1NC(=O)C1CC=CCC1C(=O)O (stereo unspecified)	.	.	-10.1%	4.8	3.0	5.7	i	-13.0	3.0	532	-2.8%	i	27.7	0.36	1278	-0.357	-0.216	-0.517	0.544
CCCCCNC(=O)C(C#N)c1nc2ccccc2nc1N1CCCC1 (stereo unspecified)	-4.5	1163	5.9%	1.8	2.2	9.4	+	21.4*	-4.6	708	-1.8%	i	24.5	0.37	977	-0.313	-0.00473	-0.181	0.417
CCOC(=O)c1[nH]c2ccc(OC)cc2c1NC(=O)C(C)N1CCC2(CC1)OCCO2 (stereo unspecified)	-6.2	835	-8.9%	2.2	1.8	9.1	i	-9.7	.	.	-1.8%	.	.	-0.13	1099	0.595	-0.234	0.463	-0.12
Cc1cc(/C=c2\sc3nc4ccccc4n3c2=O)c(C)n1-c1ccc(C(=O)O)cc1	-4.4	1040	2.8%	3.9	1.4	3.3	i	31.2	8.6	707	-1.1%	.	.	0.45	1599	0.776	0.836	1.04	-1.38
O=C(NCc1ccccc1)c1c[nH]c2cc3c(cc2c1=O)OCCO3	-2.9	1105	5.8%	4.3	1.8	5.9	i	4.6	-13.0	747	0.3%	i	10.3	-0.5	1155	-0.318	-0.212	-0.579	-0.652
COc1ccccc1N1CCN(Cc2cccs2)CC1	-10.8	1085	7.4%	1.1	1.3	8.6	i	-6.9	8.7	814	-3.2%	i	29.7	.	.	0.298	-0.4	0.0226	0.25
Nc1ccc(C(=O)OCc2nc3ccccc3[nH]2)cc1	-0.4	860	38.6%	4.7	2.0	6.9	i	7.7	.	.	-2.0%	i	18.7	-0.21	1239	-0.698	-0.211	-0.144	0.21
CN(C)C(=S)Nc1ccc2c(c1)OCO2	-3.7	1070	-1.1%	1.2	1.4	6.9	i	4.1	0.0	667	0.8%	i	16.6	-0.06	1441	-0.689	0.109	-0.114	0.691
c1ccc(CSc2ccc(-c3ccco3)nn2)cc1	0.3	1134	-18.3%	2.5	4.4	6.8	i	-16.8	-3.0	672	-4.8%	i	37.9	0.03	1532	0.324	-0.207	0.691	0.0619
CC1(C)C2CCC1(C)C(OCCNCCOC(=O)Nc1ccccc1)C2 (stereo unspecified)	-0.2	1305	-8.4%	.	.	.	.	.	11.8	733	.	i	49.1	0.56	1012	-0.191	-0.262	-0.0199	0.255
COc1ccccc1CNC(=O)C1CCCN(S(C)(=O)=O)C1 (stereo unspecified)	-2.1	1242	-7.7%	1.2	0.9	7.4	i	2.0	4.4	805	3.3%	i	18.6	0.35	1228	0.0637	0.295	0.354	0.358
CS(=O)(=O)Nc1nnc(SCC(=O)N(c2ccccc2)c2ccccc2)s1	-1.4	1106	13.9%	1.9	1.9	1.0	i	-1.9	5.3	631	0.8%	i	44.7	-0.1	1333	0.3	-0.271	0.27	0.755
CCN(Cc1ccccc1)C(=O)Cn1c(=O)oc2ccccc21	-2.5	1076	-2.8%	1.7	1.5	2.4	i	17.7	25.1	688	-1.2%	i	56.9	-1.05	1267	-0.211	-0.193	-0.027	-0.0825
COc1ccc(N(Cc2cc3cc(OC)ccc3[nH]c2=O)S(C)(=O)=O)cc1	-0.9	1301	-5.9%	4.1	3.4	9.7	i	-13.2	.	.	-2.1%	i	37.7	-0.12	1450	-0.823	-0.296	-0.0345	-0.125
CN1CCN(C(=O)c2ccc(-n3cccc3)cc2)CC1	.	.	5.7%	1.7	1.5	4.9	i	-5.4	.	.	-1.3%	i	19.0	.	.	0.0497	-0.186	-0.251	-1.03
CC(O)c1nc2ccccc2n1CCOc1ccccc1 (stereo unspecified)	2.2	850	-4.4%	4.6	2.2	0.5	i	-3.5	-3.5	749	-0.9%	i	40.0	.	.	-0.548	-0.272	-0.355	0.547
